CHT PAM = CHT positive allosteric modulators, primary screen, cell-based, membrane potential dye, choline EC20; AID 488977, 2010; B-score at 10 µM; CHT-expressing cells; stronger effect = higher value; LV-AA mutant CHT in HEK293 cells; 310,000 compounds, 0.49% hits;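 active = initial fluorescence not abnormally high and integrated response B-score, plate-corrected, over 3 SD above library mean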
Target sequence (Q9GZV3 whole entry, looked up): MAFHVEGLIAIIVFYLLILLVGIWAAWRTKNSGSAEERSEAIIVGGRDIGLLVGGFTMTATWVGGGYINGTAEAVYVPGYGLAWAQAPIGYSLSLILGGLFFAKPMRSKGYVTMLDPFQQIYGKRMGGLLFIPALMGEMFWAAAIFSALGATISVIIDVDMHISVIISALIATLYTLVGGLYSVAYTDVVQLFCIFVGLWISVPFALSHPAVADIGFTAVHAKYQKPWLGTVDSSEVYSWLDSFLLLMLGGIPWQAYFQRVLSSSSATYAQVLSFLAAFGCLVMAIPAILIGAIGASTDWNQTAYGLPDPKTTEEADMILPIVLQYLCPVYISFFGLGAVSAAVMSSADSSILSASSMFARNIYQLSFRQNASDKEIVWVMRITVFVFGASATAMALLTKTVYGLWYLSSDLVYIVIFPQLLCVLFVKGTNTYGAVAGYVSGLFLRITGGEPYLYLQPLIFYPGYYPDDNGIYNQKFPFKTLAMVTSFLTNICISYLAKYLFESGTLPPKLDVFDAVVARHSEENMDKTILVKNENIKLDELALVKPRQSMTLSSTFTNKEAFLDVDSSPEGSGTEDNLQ
CHT inh = inhibitors of human choline transporter CHT; High affinity choline transporter 1 (Homo sapiens), Q9GZV3; CHT-expressing cells, membrane potential dye, choline response; stronger effect = lower value; B-score at 10 µM; 310,000 compounds, 0.86% hits;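 active = B-score over 3 SD under the library average, and starting fluorescence ratio not unusually high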;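 note: choline stimulus applied at its EC90 after an EC20 pre-addition; B-score computed on integrated fluorescence ratio after choline addition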
* hit, by the source's call; i = inactive.

SMILES | CHT PAM | CHT inh
COc1ccc(-c2nnc(SCC(=O)Nc3cccnc3Cl)n2C)cc1 | i | i
O=C(Cn1nc(-c2ccccc2)ccc1=O)Nc1ccc(N2CCN(C(=O)c3cccs3)CC2)cc1 | i | i
Cc1ccc(CC2CC(=O)N(c3cc(Cl)ccn3)C2=O)cc1 (stereo not given) | i | i
C=CCNC(=S)N1CCN(c2ccc([N+](=O)[O-])cc2)CC1 | i | i
CN1CCN(c2nc(C#N)cc(-c3ccccc3)n2)CC1 | i | i
CCc1cc(C(=O)N2CCCC(Nc3ccc(F)c(F)c3)C2)n(C)n1 (stereo not given) | i | i
O=C(c1ccc(Cl)cc1)N(Cc1ccccc1F)N1C(=O)CCCC1=O | i | i
Cc1nc2scc(-c3cccs3)c2c(=O)o1 | i | i
Cc1nn(C)c(C(=O)N/N=C/c2cc3c(cc2Br)OCO3)c1Br | i | i
Cc1ccc(CCc2nnc(SCC(=O)Nc3cccc(Cl)c3)n2-c2ccccc2)o1 | i | i
Cc1cc(-c2nnc(CCC(=O)NCC(C)c3ccccc3)o2)no1 (stereo not given) | i | i
O=C(NCc1cccs1)c1ccc2c(c1)ncn2C1CCCC1 | i | i
CCCCC(=O)Nc1ccc(NC(=O)c2ccc([N+](=O)[O-])cc2Cl)cc1OC | i | i
Cc1ccccc1NCC(=O)N/N=C/c1c[nH]c2ccccc12 | i | i
O=S(=O)(c1ccccc1)N1CCC(O)(CSc2ccc(F)cc2)CC1 | i | i
Cc1ccc(N2CCN(/N=C/C=C/c3ccccc3)CC2)cc1 | i | i
COc1ccc(CCNC(=O)C2(C)CCC(=O)N2Cc2ccc3c(c2)OCO3)cc1OC (stereo not given) | i | i
O=C(O)CCCn1cc(NC(=O)COc2cc(F)ccc2[N+](=O)[O-])cn1 | i | i
CCN(CC)S(=O)(=O)c1cccc(C(=O)Nc2cc3oc4ccccc4c3cc2OC)c1 | i | i
c1ccc2nc3[nH]cnc3nc2c1 | i | i
COc1cc(OC)cc(C(=O)NN(CCC#N)C2=NS(=O)(=O)c3ccccc32)c1 | i | i
O=C(Cc1ccccc1)NNC(=O)c1cccs1 | i | i
Cc1cc(SCNC(=O)c2ccccc2)ncn1 | i | i
Oc1ccc(/C=N/Nc2ccc(Cl)nn2)cc1O | i | i
CC(C)C(NC(=O)CC12CC3CC(CC(C3)C1)C2)C(=O)O (stereo not given) | i | i
CC1CCCCN1C(=S)NC(=O)c1cccs1 (stereo not given) | i | i
CC(=O)Nc1ccc(NC(=O)c2ccc(Cl)nc2)cc1 | i | i
Nc1c(C(=O)NCc2ccc(F)cc2)c2nc3ccccc3nc2n1CCCN1CCOCC1 | i | i
FC(F)(F)c1cccc(Cc2noc(CN3CCC(N4CCCCC4)CC3)n2)c1 | i | i
Cn1c(N2C(=O)CC(Cc3ccccc3)C2=O)nc2ccccc21 (stereo not given) | i | i
CN1C(=O)CSC1=NC12CC3CC(CC(C3)C1)C2 | i | i
COc1ccccc1C(=O)N/C(=C\c1ccc(Br)cc1)C(=O)NCCCO | i | i
O=C(O)c1ccc(CN2C(=O)c3ccc(C(=O)O)cc3C2=O)cc1 | i | i
Cc1ccc(NC(=O)CC2SC(=NC3CCCCC3)NC2=O)cc1 (stereo not given) | i | i
CCN(CC)S(=O)(=O)c1ccc(NC(=O)C2COc3ccccc3O2)cc1 (stereo not given) | i | i
CCc1ccc(N2CC(C(=O)Nc3nc4ccc(S(C)(=O)=O)cc4s3)CC2=O)cc1 (stereo not given) | i | i
Cc1c(NC(=O)CN2CCN(c3ccc(F)cc3)CC2)c(=O)n(-c2ccccc2)n1C | i | i
O=C(COc1cccc(Cl)c1)NNC(=S)Nc1ccccc1 | i | i
Cc1cccc(N2CCN(C(=O)C3CCN(S(=O)(=O)c4cccnc4)CC3)CC2)c1C | i | i
CC(C)C(=O)c1cn(CC(=O)O)c2ccccc12 | i | i
CC1CN(C(=O)c2cccs2)CCN1C(=O)c1cccs1 (stereo not given) | i | i
CCN(CC(=O)Nc1ccccc1OC)CC(=O)Nc1sccc1C#N | i | i
S=C1NC2CCCCC2N1 (stereo not given) | i | i
C/C(=N\N(c1ccccc1)c1ccccc1)c1ccco1 | i | i
Cc1nc2nc(-c3ccc(Cl)cc3)nn2c(C)c1Cl | i | i
CC(C)N(C(=O)CSc1nn2c(=O)c(C(C)(C)C)nnc2s1)c1ccccc1 | i | i
Cc1ccc(C(=O)C(C)N(C(=O)c2ccc(Cl)cc2Cl)N2C(=O)CCCC2=O)cc1 (stereo not given) | i | i
CCN1c2ccccc2-c2nc3ccccc3n2C1c1ccco1 (stereo not given) | i | i
O=C(CCn1c(=O)oc2cc(Cl)ccc21)Nc1ccc(O)cc1 | i | i
O=C(/C(=C/O)N=Nc1ccccc1)c1ccco1 | i | i
c1ccc2[nH]c(CSc3nc4ccccc4o3)nc2c1 | i | i
Cc1cc(NC(=O)COc2nnc(-c3ccccc3)c3ccccc23)no1 | i | i
O=C(NCc1ccccc1)c1ccc(CS(=O)(=O)c2ccc(Br)cc2)o1 | i | i
N#Cc1c(N)nc2c(c1-c1cccc(O)c1)CCCCCC2 | i | i
COc1ccc(N2C(=O)CC(N(Cc3ccco3)C(=O)CCC(=O)O)C2=O)cc1 (stereo not given) | i | -6.4*
CC(CNCC1CCCO1)COc1cccc2ccccc12 (stereo not given) | i | i
CCOC(=O)CCC(=O)Nc1ccc([N+](=O)[O-])cc1C | i | i
CC(=O)Nc1cccc(NC(=O)CSc2nnc(NC(=O)c3ccco3)s2)c1 | i | i
CNS(=O)(=O)c1cc(NC(=O)c2cccc3cccnc23)ccc1C | i | i
O=C(NNC(=O)c1cc2ccccc2cc1O)NC1CCCCC1 | i | i

Six compounds already listed, arranged by count of non-hydrogen atoms, falling.
SMILES | CHT PAM | CHT inh
CCc1cc(C(=O)N2CCCC(Nc3ccc(F)c(F)c3)C2)n(C)n1 (stereo not given) | i | i
CC(CNCC1CCCO1)COc1cccc2ccccc12 (stereo not given) | i | i
C=CCNC(=S)N1CCN(c2ccc([N+](=O)[O-])cc2)CC1 | i | i
O=C(Cc1ccccc1)NNC(=O)c1cccs1 | i | i
CC1CCCCN1C(=S)NC(=O)c1cccs1 (stereo not given) | i | i
c1ccc2nc3[nH]cnc3nc2c1 | i | i

(list continues)
SMILES | CHT PAM | CHT inh
Cc1cc2n(n1)C(c1ccc(O)cc1)Nc1ccccc1-2 (stereo not given) | i | i
O=C(N/C(=C\c1cn(-c2ccccc2)nc1-c1ccc(Cl)cc1)C(=O)N1CCOCC1)c1ccccc1 | i | i
N#Cc1cc2c(nc1SCC(O)CS(=O)(=O)Cc1ccc(Cl)cc1)CCCC2 (stereo not given) | i | i
CC(C)Cn1c(SCC(=O)N(C)c2c(N)n(Cc3ccccc3)c(=O)[nH]c2=O)nc2ccccc21 | i | i
CCOC(=O)Cc1csc(NC(=O)C(NC(=O)C2CCCCC2)C(C)C)n1 (stereo not given) | i | i
O=C(CCC(=O)N1CCSc2ccccc21)NCc1ccccc1 | i | i
O=C(NCc1cccnc1)Nc1ccc(Cl)cc1 | i | i
CCOc1ccc(C(=O)c2cc3ccc(O)cc3oc2=O)cc1 | i | i
COc1ccc(C(=O)Oc2ccc(-c3nnco3)cc2)cc1S(=O)(=O)N1CCOCC1 | i | i
CC(/C=N/N1CCN(c2ccccc2)CC1)=C\c1ccccc1 | i | i
COc1ccc(NC(=O)N/C=C/c2ccc(Cl)cc2)cc1 | i | i

One compound at a time, from the list above:
`CCOc1ccc(C(=O)c2cc3ccc(O)cc3oc2=O)cc1` in the list: CHT PAM = i; CHT inh = i
`N#Cc1cc2c(nc1SCC(O)CS(=O)(=O)Cc1ccc(Cl)cc1)CCCC2` (stereo not given) in the list: CHT PAM = i; CHT inh = i
`COc1ccc(NC(=O)N/C=C/c2ccc(Cl)cc2)cc1` in the list: CHT PAM = i; CHT inh = i

Reprinted at random: 2 entries already listed, in no set order.
SMILES | CHT PAM | CHT inh
CC(C)Cn1c(SCC(=O)N(C)c2c(N)n(Cc3ccccc3)c(=O)[nH]c2=O)nc2ccccc21 | i | i
COc1ccc(C(=O)Oc2ccc(-c3nnco3)cc2)cc1S(=O)(=O)N1CCOCC1 | i | i

Records listed so far printed as active in CHT inh.
| compound | CHT inh |
| --- | --- |
| COc1ccc(N2C(=O)CC(N(Cc3ccco3)C(=O)CCC(=O)O)C2=O)cc1 (stereo not given) | -6.4* |

From PubChem BioAssay
